Source: PubChem BioAssay
GRIN3A LBD mod: binders of NR3A ligand-binding domain, primary screen, biophysical, differential scanning fluorimetry, uHTS | AID 1259313, 2017 | NR3A LBD differential scanning fluorimetry, Tm shift; 0% = protein alone, 100% = glycine-bound protein | 340,000 tested, 2.5% active | Tm shift relative to glycine control, % at 25 µM;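 active means melting temperature shift of at least 10% of the positive control shift, at one fixed dose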
beta cell repl: inducers of MIN6 beta-cell proliferation, primary screen, ATP luminescence, uHTS. MIN6 cells proliferation, ATPlite luminescence, 48 h; cells starved in 0.2% serum; 100% = growth in 10% serum. proliferation, % at 10 µM. 330,000 tested, 0.29% active. AID 2380, 2010;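 active means compounds whose signal lies at least 3.5 SD above the mean of all wells on their plate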;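 further: 0% = DMSO-treated cells in low-serum medium and 100% = 10% serum control; some compounds called inactive have numbers as strong as hits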
MPTP block: mitochondrial permeability transition pore inhibitors, primary screen, biochemical, isolated mouse mitochondria, absorbance; 360,000 tested, 1.4% active; Ca2+ swelling absorbance, 30 min; inhibition, % at 10 µM;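 active means inhibition of 50% or more, scaled per plate between neutral and stimulator controls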;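 further: 0% = DMSO wells given calcium and 100% = 1 mM EGTA wells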
mIAP activ: activators of mouse IAP, primary screen, biochemical, luminescence, uHTS | muIAP, CDP-Star luminescence, 30 min; stronger effect = higher value; 1 = vehicle-only enzyme signal, 0 = enzyme-free wells | AID 2805, 2010 | activation factor at 10 µM | 330,000 tested, 0.24% active;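 active means activation factor of at least 2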; further: the source names both 10 and 20 µM as test concentration; values of inactives mirror those of a sister screen read the other way
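Assay system: mouse IAP enzyme / Compound: DMSO-dissolved test compounds / Timing: 30 min, room temperature / Measured by: luminescence from enzymatic CDP-Star hydrolysis / Control set: DMSO-only wells, enzyme-free buffer wells as negative control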
APOBEC3A inh: APOBEC3A ssDNA deaminase inhibitors, primary screen, selectivity assay for APOBEC3G inhibitor project, biochemical, FAM/TAMRA oligo cleavage fluorescence; recombinant A3A, FAM/TAMRA ssDNA deamination fluorescence; inhibition, % at 20 µM; 330,000 tested, 0.41% active; AID 493011, 2011;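 active means at least 40% inhibition at 20 µM here, with at most 30% in a related deaminase screen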;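 further: plate controls were A3A with DMSO for no effect and wells lacking A3A enzyme for full effect; some results filed as inactive read as strong as hits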
mIAP inh: inhibitors of mouse IAP, primary screen, biochemical, luminescence, uHTS; intestinal alkaline phosphatase [Mus musculus]; inhibition, % at 10 µM; 330,000 tested, 0.2% active; AID 2806, 2010; purified mouse IAP, CDP-Star luminescence, 30 min;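 active means inhibition of at least 40% at 10 µM in the primary screen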;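 further: plate controls were DMSO with enzyme for no effect and no enzyme wells for full effect; values of inactives mirror those of a sister screen read the other way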
hIAP activ: human IAP activators, primary screen, biochemical, luminescence, uHTS; purified human IAP, CDP-Star luminescence, 30 min; stronger effect = higher value; 1 = vehicle-only enzyme, 0 = enzyme-free background; 330,000 tested, 0.16% active; activation factor at 10 µM; Intestinal-type alkaline phosphatase (Homo sapiens), P09923;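 active means activation factor of the enzyme at least 2-fold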; further: the source names both 10 and 20 µM as test concentration; values of inactives mirror those of a sister screen read the other way
Target sequence (P09923 whole entry, looked up): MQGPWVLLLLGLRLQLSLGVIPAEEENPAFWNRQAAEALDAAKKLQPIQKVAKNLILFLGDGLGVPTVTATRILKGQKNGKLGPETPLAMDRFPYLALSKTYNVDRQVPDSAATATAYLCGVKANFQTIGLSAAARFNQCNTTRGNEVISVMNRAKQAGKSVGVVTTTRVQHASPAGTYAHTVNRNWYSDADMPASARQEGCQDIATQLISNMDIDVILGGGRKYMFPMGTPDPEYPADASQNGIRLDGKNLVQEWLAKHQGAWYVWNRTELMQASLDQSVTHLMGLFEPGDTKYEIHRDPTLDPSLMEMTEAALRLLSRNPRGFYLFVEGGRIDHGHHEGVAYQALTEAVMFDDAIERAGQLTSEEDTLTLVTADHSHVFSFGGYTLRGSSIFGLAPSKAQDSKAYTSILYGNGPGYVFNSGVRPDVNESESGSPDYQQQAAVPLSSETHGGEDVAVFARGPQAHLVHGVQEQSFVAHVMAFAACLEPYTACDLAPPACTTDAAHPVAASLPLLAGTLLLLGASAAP
hIAP inh: human IAP inhibitors, primary screen, biochemical, luminescence, uHTS. Intestinal-type alkaline phosphatase (Homo sapiens), P09923. purified IAP, CDP-Star luminescence, 30 min. inhibition, % at 10 µM. 330,000 tested, 0.12% active. AID 2544, 2010;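 active means inhibition reaching a set limit with compound at 10 µM in the primary screen, cut at about 35% in these data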;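 further: plate controls were DMSO wells with enzyme for no effect and no-enzyme buffer wells for full effect; values of inactives mirror those of a sister screen read the other way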
A3G deaminase: APOBEC3G DNA deaminase inhibitors, primary screen, biochemical, fluorescence, single-stranded DNA substrate, uHTS. 330,000 tested, 0.28% active. inhibition, % at 20 µM. recombinant A3G, ssDNA deamination FAM/TAMRA fluorescence. AID 493012, 2011;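 active means inhibition of at least 40% at 20 µM, with no more than 30% in the related APOBEC3A deaminase screen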;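 further: plate controls were DMSO wells with A3G for no effect and wells lacking A3G enzyme for full effect; some compounds called inactive have numbers as strong as hits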
Target sequence (Q9HC16 whole entry, looked up): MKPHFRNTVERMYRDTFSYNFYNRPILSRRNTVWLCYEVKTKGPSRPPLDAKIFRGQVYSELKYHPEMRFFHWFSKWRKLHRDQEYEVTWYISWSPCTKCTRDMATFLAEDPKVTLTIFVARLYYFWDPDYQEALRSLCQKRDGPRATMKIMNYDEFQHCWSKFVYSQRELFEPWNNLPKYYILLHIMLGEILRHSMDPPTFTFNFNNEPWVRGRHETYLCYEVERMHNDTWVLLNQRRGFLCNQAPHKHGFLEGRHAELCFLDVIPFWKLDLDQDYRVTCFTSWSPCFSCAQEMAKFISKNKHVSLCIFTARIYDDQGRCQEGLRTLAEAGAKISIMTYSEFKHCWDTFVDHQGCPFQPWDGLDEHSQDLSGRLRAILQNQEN
* hit, by the source's call; x = not tested or not shown.

Start of the data: the first 3 records as a preview:
1. CC(=O)Nc1sc(C)c(C)c1C(=O)OCC(=O)N(C)c1c(N)n(Cc2ccccc2)c(=O)[nH]c1=O
2. CCOc1ccccc1Nc1nc(-c2sc(C)nc2C)cs1
3. COCCOC(=O)c1ccc(NC(=O)COc2ccc([N+](=O)[O-])cc2)cc1

compound no.,1,2,3
GRIN3A LBD mod,-0.4,-12.6,-1.4
beta cell repl,-1.2,-1.5,-3.0
MPTP block,-0.8,-2.7,0.5
mIAP activ,0.936,0.996,1.04
APOBEC3A inh,1.1,-4.1,-1.1
mIAP inh,6.4,0.4,-3.7
hIAP activ,1.22,1.09,1.08
hIAP inh,-21.5,-9.4,-8.3
A3G deaminase,-2.4,-8.6,-8.2

The list itself, repeating the preview:
1. CC(=O)Nc1sc(C)c(C)c1C(=O)OCC(=O)N(C)c1c(N)n(Cc2ccccc2)c(=O)[nH]c1=O
2. CCOc1ccccc1Nc1nc(-c2sc(C)nc2C)cs1
3. COCCOC(=O)c1ccc(NC(=O)COc2ccc([N+](=O)[O-])cc2)cc1
4. Cc1nnc2c(SC(C)C)nc3ccccc3n12
5. C=CCN1C(=O)C(CCCC)NC1=S (stereo unspecified)
6. CC(C)c1nnc(NC(=O)C2CCCCC2)s1
7. CN(C)S(=O)(=O)c1ccc(C(=O)OCC(=O)c2csc(N3CCCCC3)n2)cc1
8. COC(=O)c1ccc2c(=O)n(CCN3CCOCC3)c(SCC(=O)c3ccccc3)nc2c1
9. Cn1c2ccccc2c2n[nH]c(=S)nc21
10. CN(C)c1ccc(C(=O)NC2CCCc3ccccc32)cc1 (stereo unspecified)

compound no.,1,2,3,4,5,6,7,8,9,10
GRIN3A LBD mod,-0.4,-12.6,-1.4,-1.2,2.0,0.2,0.3,-0.7,0.4,-1.4
beta cell repl,-1.2,-1.5,-3.0,-5.1,-0.5,4.7,1.7,0.1,-1.6,-2.5
MPTP block,-0.8,-2.7,0.5,-0.7,0.5,-0.1,-0.8,1.3,1.6,0.5
mIAP activ,0.936,0.996,1.04,1.07,1.01,1.05,0.907,0.837,0.993,1.08
APOBEC3A inh,1.1,-4.1,-1.1,-3.4,-0.8,-2.5,0.0,8.6,-2.7,1.1
mIAP inh,6.4,0.4,-3.7,-7.3,-0.9,-5.3,9.3,16.3,0.7,-7.9
hIAP activ,1.22,1.09,1.08,1.01,0.978,0.824,0.952,0.841,0.984,1.1
hIAP inh,-21.5,-9.4,-8.3,-0.6,2.2,17.6,4.8,15.9,1.6,-9.6
A3G deaminase,-2.4,-8.6,-8.2,-4.2,-4.4,-6.0,-3.1,-2.2,26.8,-2.6

11. O=C(CSc1ccc(Cl)cc1)OCC(=O)N1CCN(c2ccccc2)CC1
12. COc1ccccc1N(C)S(=O)(=O)c1ccc(C(=O)OCC(=O)Nc2ccccc2F)cc1
13. CC1(C)CC(=O)N(CC(=O)N2CCN(c3ncccn3)CC2)c2ccccc2S1(=O)=O
14. Cc1cc(NS(=O)(=O)c2ccc(NC(=O)Cc3ccc(Cl)c(Cl)c3)cc2)no1
15. CCOC(=O)N1CCC(NC(=O)c2cccc3c2C(=O)N(Cc2cccnc2)C3)CC1
16. COC(=O)c1ccc(Nc2nc(C)nc3c2nnn3Cc2ccccc2)cc1
17. COc1ccccc1C(=O)NCCC(=O)N(C)CC(=O)Nc1c(Cl)cccc1Cl
18. c1ccc(Cc2nnc3n2N=C(c2ccccc2)CS3)cc1
19. Cc1cc(Br)ccc1NC(=O)C1CCN(C(=O)c2ccco2)CC1
20. O=[N+]([O-])c1cccc(/C=N/Nc2nc(NCc3ccccc3)nc(N3CCOCC3)n2)c1

compound no.,11,12,13,14,15,16,17,18,19,20
GRIN3A LBD mod,-0.1,1.4,-0.3,1.7,-0.1,0.8,0.3,-0.1,-1.0,-5.2
beta cell repl,1.8,0.7,-4.6,-0.2,-1.7,-3.6,1.4,-0.1,-3.2,0.0
MPTP block,-0.6,4.2,-1.7,-3.4,4.5,-0.4,-0.9,0.0,-0.9,1.5
mIAP activ,1.02,1.05,0.962,0.986,1.03,0.906,0.953,1.05,0.951,1.04
APOBEC3A inh,0.6,-2.0,-3.8,-3.2,-4.6,0.5,-1.8,-3.7,-5.0,20.6
mIAP inh,-1.8,-5.1,3.8,1.4,-3.4,9.4,4.7,-4.7,4.9,-4.5
hIAP activ,1.15,1.16,0.79,0.97,0.938,1.09,1.08,1.05,0.828,0.847
hIAP inh,-14.9,-15.8,21.0,3.0,6.2,-8.7,-8.3,-5.3,17.2,15.3
A3G deaminase,-4.3,-10.0,-8.1,-11.0,-1.6,-7.2,-11.6,-7.1,-11.2,-1.0

21. CSCCC(NC(=O)c1ccc(Br)cc1)C(=O)O (stereo unspecified)
22. Cc1cccc(C)c1OCc1nnc(SCC(=O)NCc2ccccc2)o1
23. CC(SCC(=O)Nc1ccc(F)cc1)c1nc2ccccc2c(=O)[nH]1 (stereo unspecified)
24. Nc1cccc(C#Cc2ccc3c(c2)C(=O)/C(=C/c2ccsc2)O3)c1
25. N#CCSc1nnc(COc2ccccc2)n1-c1ccccc1
26. Clc1cccc(Cl)c1Cn1nnc(-c2cccs2)n1
27. COc1ccc(CCNS(=O)(=O)c2csc(C(N)=O)c2)cc1OC
28. O=S(=O)(c1ccc2c(c1)OCCO2)N1CCN(c2nc(-c3cccnc3)nc3ccccc23)CC1
29. Cc1ccccc1OCc1nnc(SCC(=O)Nc2ccc(N3CCOCC3)c(Cl)c2)n1C
30. O=c1[nH]c(=O)n(Cc2ccccc2)c2c1C(C(F)(F)F)(C(F)(F)F)N=C(c1ccco1)N2

compound no.,21,22,23,24,25,26,27,28,29,30
GRIN3A LBD mod,-0.6,-0.5,1.8,2.1,-0.3,-2.4,-3.0,x,-1.1,-13.9
beta cell repl,0.3,1.6,-0.4,-5.0,-0.8,-3.0,-1.2,-3.5,-3.2,-3.1
MPTP block,-1.1,-2.1,1.9,0.4,1.4,3.1,-1.5,x,0.1,14.9
mIAP activ,1.17,0.95,0.904,1,0.949,0.915,0.976,0.882,1.06,0.939
APOBEC3A inh,-3.7,2.0,-1.1,-2.8,-5.1,-2.4,2.8,-0.3,3.5,0.8
mIAP inh,-16.7,5.0,9.6,-0.2,5.1,8.5,2.4,11.8,-6.2,6.1
hIAP activ,0.938,0.833,1.25,0.844,0.976,1,0.869,0.889,0.837,1.02
hIAP inh,6.2,16.7,-24.8,15.6,2.4,-0.4,13.1,11.1,16.3,-2.5
A3G deaminase,-3.7,-6.3,-3.2,-9.0,-7.7,-3.8,3.1,-6.9,0.0,-0.4

31. CN(C)c1nc2n(c(=O)n1)CCS2
32. O=S(=O)(NCc1ccccc1F)NCc1ccccc1F
33. O=C(c1ccccc1)N1CCN(CCc2ccccc2)CC1
34. CNc1nc(-c2ccc3c(c2)CCN3C(=O)c2ccccc2F)c(C)s1
35. Cn1c(SCC(=O)Nc2ccc(Br)cn2)nnc1C1CC1
36. CC1CCN(C(=O)c2[nH]cnc2C(=O)NCc2ccc(CNC(=O)OC(C)(C)C)cc2)CC1
37. c1ccc(-n2c(SCc3ccncc3)nnc2-c2ccco2)cc1
38. Cc1ccc2oc3nc(C)c(C(=O)Nc4cccc(C(F)(F)F)c4)cc3c(=O)c2c1
39. Clc1ccc(-c2csc(N/N=C/c3cccnc3)n2)c(Cl)c1
40. Cc1nn(C)cc1CNC(=O)Nc1cccc(Cl)c1

compound no.,31,32,33,34,35,36,37,38,39,40
GRIN3A LBD mod,0.0,0.5,0.7,0.1,0.3,-1.1,-1.7,-1.7,-3.7,0.6
beta cell repl,-1.5,-0.3,1.8,-1.8,-0.4,-3.9,-2.0,1.1,-4.2,0.7
MPTP block,-7.3,1.8,-0.4,-0.5,-1.9,0.2,-2.6,31.6,31.5,1.6
mIAP activ,1.07,0.986,1.03,0.856,0.972,0.991,1,0.898,0.959,1.19
APOBEC3A inh,1.7,1.4,1.8,-1.8,11.9,-3.7,-4.6,1.1,-3.0,0.6
mIAP inh,-6.6,1.4,-2.6,14.4,2.8,0.9,-0.3,10.2,4.1,-18.9
hIAP activ,1.06,0.869,0.85,0.983,1.09,1.4,0.899,1,0.986,0.868
hIAP inh,-6.3,13.1,15.0,1.7,-8.9,-39.5,10.1,-0.2,1.4,13.1
A3G deaminase,-0.5,0.0,-3.3,2.8,-3.0,-12.6,-9.4,-9.8,-8.5,-0.6

41. CC(=O)Nc1cccc(C(=O)OCC(=O)NC(C)c2ccc(F)cc2)c1 (stereo unspecified)
42. COc1ccc(-c2nc3nc(C)cc(=O)n3[nH]2)cc1
43. CCCC(=NCc1ccccc1)C1=C(O)C(C(=O)OC)C(C)(C)CC1=O (stereo unspecified)
44. O=C(NCCCCc1ccccc1)c1ccc(Br)cc1
45. CC(=O)c1ccc(-c2ccc([C@H]3[C@@H]4C=CCC[C@@]4(C)C(=O)N3Cc3ccccc3)c(F)c2)cc1

compound no.,41,42,43,44,45
GRIN3A LBD mod,-0.2,2.2,1.3,1.6,-1.8
beta cell repl,-2.0,-1.8,1.4,-1.9,-8.0
MPTP block,-1.3,-0.6,-1.1,0.7,-2.0
mIAP activ,1.17,1.01,0.991,1.11,1.01
APOBEC3A inh,-0.4,-3.1,-1.9,-0.2,-3.1
mIAP inh,-16.5,-0.6,0.9,-11.5,-1.4
hIAP activ,1.1,1.03,1.29,0.809,0.778
hIAP inh,-10.0,-3.0,-29.5,19.1,22.2
A3G deaminase,23.3,-1.0,14.6,-0.3,-5.7

Entries by screen from above:
hIAP inh for nos. 41–44, in order: -10.0, -3.0, -29.5, 19.1
APOBEC3A inh for nos. 41–44, in order: -0.4, -3.1, -1.9, -0.2
mIAP activ for nos. 41–44, in order: 1.17, 1.01, 0.991, 1.11
